PGC1a acetyl inh: PGC1a acetylation modulation, inhibitor mode | AID 651687 | inhibition, % at 15.6 µM | 350,000 tested, 0.17% active | U2OS PGC1a acetylation, AlphaScreen anti-acetyl-lysine; with virally co-expressed GCN5 acetyltransferase;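 active means every replicate shows inhibition of at least 40%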;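 further: 0% = neutral control wells and 100% = positive control wells; some results beyond the cut were filed as inactive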
CASP6 VEID inh: caspase-6 (human) enzyme inhibition; P55212; purified caspase-6, Z-VEID-R110 cleavage fluorescence; inhibition, % at 12.5 µM; 350,000 tested, 0.53% active; AID 686996;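 active means mean inhibition across replicates at least about 35%, with every replicate also reaching that limit, limit read from the data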;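 further: 0% = median of neutral control wells and 100% = no fluorescence left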
Target sequence (P55212 24-179 limits assumed): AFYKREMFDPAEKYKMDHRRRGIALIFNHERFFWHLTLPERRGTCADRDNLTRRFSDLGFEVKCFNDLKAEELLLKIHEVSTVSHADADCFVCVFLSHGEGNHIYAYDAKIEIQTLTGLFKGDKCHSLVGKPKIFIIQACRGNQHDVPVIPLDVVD
Target sequence (P55212 194-293 limits assumed): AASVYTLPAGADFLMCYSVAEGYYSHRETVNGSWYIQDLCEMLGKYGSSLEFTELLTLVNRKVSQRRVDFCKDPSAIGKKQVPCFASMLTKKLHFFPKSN
PAX8 reporter: lowers PAX8-driven luciferase in RMG-I cells | RMG-I TPO-luciferase reporter, SteadyGlo, 24 h | inhibition, % at 12.6 µM | 360,000 tested, 1.2% active;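 active means mean replicate inhibition at least 60% with every replicate also reaching 60%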;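 further: luciferase light reporting Pax8 driven TPO promoter activity; plate controls were median of neutral control wells for no effect and mitoxantrone controls for full effect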
miR122 inh: inhibitors of miR-122 in Huh7 cells; Huh7 miR-122 Renilla luciferase sensor, 48 h; neutral wells = 0, positive control = 100; activation (reporter increase), % at 12.5 µM; 340,000 tested, 0.3% active; AID 602342;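 active means mean replicate activation score at least 90 and every replicate individually at or above 90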;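 further: higher luciferase means less miR-122 activity so hits act as miR-122 inhibitors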
LGR2 inh: Drosophila LGR2 receptor signaling inhibition | HEK293 LGR2, CRE-luciferase, bursicon-stimulated, 4 h | inhibition, % at 9.99 µM | 380,000 tested, 0.35% active;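 active means drop in luminescence signal, shown as inhibition above about 50% in the replicate tests, limit read from the data, passing the limit was not always enough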;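 further: agonist challenge used bursicon conditioned medium at about half maximal strength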
FN deposit inh: fibronectin deposition inhibition; inhibition, % at 12.6 µM; AH1F fibroblasts, Alexa488-fibronectin deposition fluorescence, overnight; AID 743247; 350,000 tested, 0.086% active;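 active means mean inhibition across replicates of 30% or more, regardless of how many single replicates reach that level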;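 further: positive control wells lacked labelled fibronectin entirely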
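test system = AH1F fibroblasts assembling fluorescent fibronectin matrix | quantity = 10000 AH1F cells per well | buffer or medium = DMEM plus 2% serum, read in PBS | doses = single dose, pinned | incubation = 1 h cell attachment, overnight exposure to compound and label | detection = fluorescence at 485 nm excitation, 525 nm emission | read-out basis = inhibition from reduced deposited-fibronectin fluorescence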
EWS-Fli block: inhibitors of EWS/Fli oncoprotein transcriptional activity | A673 NR0B1-luciferase reporter, viability-normalised | inhibition, % at 12.6 µM | 350,000 tested, 0.67% active;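 active means mean inhibition of at least 50% after viability correction, with every replicate also passing that limit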;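 further: firefly luciferase signal divided by Alamar Blue viability fluorescence both relative to DMSO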
Cneo AK release: Cryptococcus neoformans lysis via adenylate kinase release. C. neoformans lysis, adenylate kinase release luminescence, 4 h; normalised: neutral wells 0, clomiphene wells 100. lysis activity, % at 15 µM. 360,000 tested, 0.2% active;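 active means mean lysis activity across replicates of at least 80%, whatever share of replicates individually reach that level; inactive means mean lysis activity below 80%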
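Assay system: C. neoformans cells. Amount: yeast cell density of 5 × 10^6 cells/mL. Technique: AK luminescence. Buffer or medium: YPD. Times: static 4 h at 37 °C with compound, 1 h detection. Dosing: single-point compound dose. Read-out: lysis from increased AK signal.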
* hit, by the source's call; . = not tested or not shown; [ ] = remark or other dose. Not a hit list. About 2.5% of those tested had a hit in this group.

Below each compound: PGC1a acetyl inh, CASP6 VEID inh, PAX8 reporter, miR122 inh, LGR2 inh, FN deposit inh, EWS-Fli block, Cneo AK release
COc1ccc(-n2c(SCC(=O)NC3CC3)nc3ccccc3c2=O)cc1OC
  ., 2, 7, ., -10, 4, -2, 5
O=C(N[C@@H]1c2ccccc2CC[C@@H]1OCc1ccccc1)c1ccc(-c2ccccc2)cc1
  ., -1, -31, ., 13, -2, 5, -4
COc1ccc(/C=C2\CC/C(=C\c3ccc(OC)c(OC)c3)C2=O)cc1OC
  ., ., 9, ., -4, 6, -23, 4
COc1ccc(/C=C/C(=O)OCC(=O)NC2CCCCCCC2)cc1
  -4, 4, 4, -13, -18, 3, 3, 1
COc1ccc(OC)c(/C=C2\Oc3cc(OCC(=O)N4CCC(C(=O)O)CC4)ccc3C2=O)c1
  -5, 7, ., -5, ., ., -11, 3
C[C@H](O)C#Cc1cnc2c(c1)C(=O)N([C@@H](C)CO)C[C@H](C)[C@H](CN(C)CC1CCOCC1)O2
  7, -9, -29, 1[16.7 µM], 2, -2, 1, 58
COc1ccc(OC)c(Nc2nc(-c3c(C)nc4ncccn34)cs2)c1
  ., 0, -12, ., -7, 12, 49, 1
CCC(=O)N1[C@@H](CO)[C@@H]2c3ccccc3N(S(=O)(=O)c3ccccc3C)C[C@@H]21
  0, 3, -8, 0[16.7 µM], 16, ., 1, 3
CC(NC(=O)c1cc(S(=O)(=O)N2CCCC2)ccc1Cl)c1ccccn1 (configuration not stated)
  9, -2, -6, ., 3, 3, -3, .
CCN1[C@@H]2Cn3c(ccc(-c4ccccc4OC)c3=O)[C@H]1[C@@H](C(=O)N[C@H](C)c1ccccc1)[C@@H]2CO
  ., -3, ., ., -1, ., 2, 50
COCC(=O)N1[C@H](CO)[C@@H]2c3ccccc3NC[C@@H]21
  10, -3, -12, 0[16.7 µM], -13, -8, 6, 12
Cc1cccc2c(SCC(N)=O)nc(-c3ccccc3)nc12
  -9, -1, -19, -2, -9, -4, -5, 12
CO[C@@H]1CN(C)C(=O)c2ccc(NC(C)=O)cc2OC[C@@H](C)N(C(=O)C2CC2)C[C@@H]1C
  -7, -1, -2, ., 10, -5, -12, -5
CNCc1ccccc1Sc1cccc(O)c1
  ., ., 1, ., -8, 6, ., -1
Oc1[nH]c2ccccc2c1N=Nc1c(F)c(F)c(F)c(F)c1F
  7, 0, 0, 0, -7, 11, -10, .
COc1ccc(-c2cc(C(=O)Oc3ccc([N+](=O)[O-])cc3)c3ccccc3n2)cc1
  12, ., -53, 6, ., 0, ., -13
COc1cccc(S(=O)(=O)N(C)C[C@@H]2Oc3ncc(-c4cccc(C(F)(F)F)c4)cc3C(=O)N([C@H](C)CO)C[C@@H]2C)c1
  -1, 1, 32, -4[16.7 µM], 14, 7, 10, 2
CCc1c(C)nc2nc(NC(C)=O)[nH]n2c1=O
  -7, ., ., -1, 1, 0, ., -10
O=C(O)C1=CCNCC1
  2, -3, -2, 0, 4, 9, -4, -1
CCOc1ccc(-c2csc(N)c2C(=O)OC)cc1
  24, -1, 10, 3, ., 9, ., 0
COCC(=O)Nc1ccc2c(c1)C(=O)N(C)[C@H]1CC[C@@H](CC(=O)NCCc3ccncc3)O[C@@H]1CO2
  0, 12, -20, -10[16.7 µM], 8, -21, -2, 2
Cc1c(NC(=O)C2CC(c3c(F)cccc3Cl)=NO2)c(=O)n(-c2ccccc2)n1C (configuration not stated)
  8, -3, ., -4, 25, ., 11, 10
C[C@H](CO)N1C[C@H](C)[C@@H](CN(C)S(C)(=O)=O)OCCCC[C@H](C)Oc2ccc(NC(=O)Nc3ccc(C(F)(F)F)cc3)cc2C1=O
  0, 0, -26, 4[16.7 µM], -9, ., -3, 3
Cc1noc(C)c1NC(=O)N[C@H]1CC[C@@H](CCNC(=O)C2CCC2)O[C@@H]1CO
  6, -2, -8, ., 2, ., -2, -4
O=C(Nc1nc(-c2cccs2)cs1)c1ccco1
  ., ., -211, ., -72, -7, -123, .
COc1ccc(/C=C(\C#N)c2nc3ccc(C)cc3[nH]2)cc1Oc1ccc(C(F)(F)F)cc1[N+](=O)[O-]
  ., ., -2, -8, 2, -9, ., 10
Cc1cc(NC(=O)c2ccoc2C)no1
  -6, ., -16, -5, ., -5, ., 3
Nc1c(-c2ccccc2)c(CN2CCOCC2)nn1-c1ccc(F)cc1
  9, 3, -35, -15, -4, 3, -8, 7
CC(C)NC(=O)N(C)C[C@H]1Oc2ncc(-c3ccc(C(=O)N(C)C)cc3)cc2C(=O)N([C@@H](C)CO)C[C@H]1C
  -21, 1, ., -1[16.7 µM], -7, 6, -6, -1
NS(=O)(=O)c1ccc(Nc2nc(-c3ccc4ccccc4c3)cs2)cc1
  1, ., ., -6, -6, -11, ., 1
Cc1ccc(O)c(NC(=O)Cc2ccc3ccccc3c2)c1
  -19, 1, -63, -2, -18, -10, 11, 4
O=C(NNc1ccc(-c2csnn2)cc1)c1ccccc1C(F)(F)F
  2, 0, 1, 12, -4, 0, -9, 9
COc1cccc(CN(C)Cc2nc3cc(C(F)(F)F)ccc3c(=O)[nH]2)c1
  -5, 2, 10, ., 2, 4, -1, -1
Cc1ccc(OCC(=O)NCCC2=CCCCC2)cc1
  -2, ., 0, 4, 12, -4, ., -1
O=C(NNc1nccc(C(F)(F)F)n1)Nc1cccc(Cl)c1
  4, 0, ., 7, 10, ., ., 1
C[C@@H]1CN([C@@H](C)CO)S(=O)(=O)c2ccc(C#Cc3ccc(F)cc3)cc2O[C@@H]1CN(C)C(=O)CN(C)C
  -3, 1, ., -15[16.7 µM], 7, 6, 10, 2
COC(=O)c1c(C)[nH]c(C(=O)/C=C/c2ccc(C)cc2)c1C
  14, -3, 10, ., -44, 2, 91*, 1
CN(C)/C=N/c1sc2c(c1C#N)CCCC2
  19, -1, -29, -3, -3, 2, -55, 2
COc1ccc(S(=O)(=O)Nc2ccc3c(c2)C(=O)N([C@H](C)CO)C[C@H](C)[C@H](CN(C)C(=O)Nc2ccc(C(F)(F)F)cc2)OCCCC[C@H](C)O3)cc1
  0, -2, 35, 8[16.7 µM], -2, -18, 9, -2
COc1ccc(N2CCN(C(=S)Nc3ccccc3)CC2)cc1
  -5, -3, 11, -6, -5, 2, 1, -4
COc1ccc(S(=O)(=O)N(C)C[C@H]2Oc3ncc(-c4ccncc4)cc3C(=O)N([C@@H](C)CO)C[C@H]2C)cc1
  2, -1, ., -4[16.7 µM], 18, 2, -3, 0
C[C@H]1CN([C@@H](C)CO)C(=O)c2cccc(NC(=O)c3ccc(-c4nccs4)cc3)c2O[C@@H]1CN(C)Cc1ccccc1
  2, ., ., 2[16.7 µM], 17, ., 6, 0
COCC(=O)N[C@H]1CC[C@@H](CC(=O)NCc2ccc(Cl)cc2)O[C@H]1CO
  5, ., 7, ., -18, -22, -3, 1
Cc1nc(C)c(-c2csc(N)n2)s1
  -6, 1, -11, -2, -1, -2, -5, -3
C[C@@H]1CCCCO[C@@H](CN(C)S(=O)(=O)c2ccc(F)cc2)[C@@H](C)CN([C@H](C)CO)C(=O)c2cc(NC(=O)Nc3ccc4c(c3)OCO4)ccc2O1
  -5, -1, -8, 0[16.7 µM], 2, -6, 0, -13
O=C1Nc2ccccc2C1Cc1ccc(OC(F)(F)F)cc1 (configuration not stated)
  ., 3, 10, ., -3, 3, 0, .
C[C@@H]1CN([C@H](C)CO)C(=O)CCCn2cc(nn2)CO[C@H]1CN(C)Cc1ccc(C(=O)O)cc1
  3, 2, -8, ., 5, -9, 0, .
O=C(Nc1ccc(Br)cc1)C1CCCN(S(=O)(=O)c2cccnc2)C1 (configuration not stated)
  ., 2, 14, ., -22, -3, 4, .
CO[C@H]1CN(C)C(=O)c2cc(NC(=O)C3CCCC3)ccc2OC[C@@H](C)N(C)C[C@H]1C
  ., 0, 2, 3[16.7 µM], 3, -3, 2, -1
COC(=O)[C@@H]1C[C@@]2(Br)c3ccccc3N(S(=O)(=O)c3ccccc3)[C@H]2N1C(=O)OC
  6, 3, -7, 9, -6, 6, -2, 0
CCOc1ccc(C(=O)Nc2ccc(N3CCN(C(C)=O)CC3)cc2)cc1[N+](=O)[O-]
  ., -1, 0, ., -21, 3, -4, 0
O=C1NC2(CCCCC2)C(=O)N1Cc1ccc([N+](=O)[O-])cc1
  ., -3, 7, -2, 0, 7, -6, .
Cc1ccc(S(=O)(=O)Nc2ccc3c(c2)C(=O)N(C)[C@H]2CC[C@H](CC(=O)NCCc4ccncc4)O[C@H]2CO3)cc1
  -5, 3, -17, -17[16.7 µM], 14, 6, -4, -3
NC1=NC(=O)C(Cc2cccc(Cl)c2Cl)S1 (configuration not stated)
  3, 1, -17, -4, -11, 7, -15, -2
C[C@H](CO)N1C[C@H](C)[C@@H](CN(C)C(=O)Nc2ccccc2)Oc2ccc(NC(=O)Nc3cccc4ccccc34)cc2CC1=O
  2, 2, 13, -9[16.7 µM], 7, ., 8, 0
O=c1cc[nH]c2c1ccc1c(=O)cc[nH]c12
  ., 9, -4, ., -8, 6, 17, -10
COC(=O)c1ccc(CSc2nc3c(c(=O)n2-c2ccc(C)cc2)SCC3)o1
  2, 2, 8, -1, ., -3, -23, -2
CNC(=O)C[C@H]1CC[C@H]2[C@@H](COc3ccc(NC(=O)CC(F)(F)F)cc3C(=O)N2C)O1
  -4, ., -16, 20[16.7 µM], 8, 5, -7, -2
CC(=O)N(C)C[C@H]1Oc2ncc(-c3ccc(C)cc3)cc2C(=O)N([C@@H](C)CO)C[C@@H]1C
  -1, 0, ., 8[16.7 µM], -11, ., 0, -2
O=C(CSc1ncn(-c2ccccc2)n1)NCc1ccccc1
  6, ., ., -4, ., -1, ., 3

The results go on.
Below each compound: PGC1a acetyl inh, CASP6 VEID inh, PAX8 reporter, miR122 inh, LGR2 inh, FN deposit inh, EWS-Fli block, Cneo AK release
COC(=O)c1ccc(OC)c(CN2CCCN(Cc3cc(C)ccc3C)S2(=O)=O)c1
  -47, -1, 24, ., -6, -5, 11, 0
COCC(=O)Nc1ccc2c(c1)C(=O)N(C)C[C@@H](OC)[C@@H](C)CN(Cc1ccccc1)[C@@H](C)CO2
  -12, -5, ., -14[16.7 µM], -2, -4, 7, 0
COc1ccccc1CNS(=O)(=O)c1ccc2c(c1)CC(C)N2C(=O)C1CC1 (configuration not stated)
  0, 1, 13, 23, -13, -5, ., -2
CCN(CC)C(=O)CSc1nc(-c2ccccc2)cc(=O)[nH]1
  2, 0, -6, 3, ., 2, -5, .
O=C(Nc1nnc(-c2ccco2)o1)c1ccc(Cl)s1
  ., 0, -15, 0, -9, ., ., -1
COC(=O)[C@H]1C[C@@]2(O)CN(S(=O)(=O)c3ccc(C)cc3)C[C@@]2(OC(=O)NCC2CCCCC2)C[C@H]1C(=O)OC
  8, 0, -9, -3, -7, 0, -22, 1
CC(C)(C)c1ccc(C(O)c2ncc(-c3ccccc3F)[nH]2)cc1 (configuration not stated)
  1, 1, -30, 71, -13, -5, 14, 5
Cc1ccc(N2CC(C(N)=O)CC2=O)cc1C (configuration not stated)
  -13, ., ., -3, ., 3, ., -1
Cc1cc(OCC(=O)Nc2cc(-c3nn4c(C)nnc4s3)ccc2C)ccc1Cl
  -10, -1, 17, -8, 0, -10, 1, 3
Cc1ccc(S(=O)(=O)N(C)C[C@@H]2Oc3ccc(NC(=O)NC4CCCCC4)cc3C(=O)N([C@@H](C)CO)C[C@H]2C)cc1
  6, -1, -12, 0[16.7 µM], 6, ., 0, -3

Screens as filed in PubChem BioAssay.
